High-throughput results as filed in PubChem BioAssay.
FXIa inh: human FXIa protease inhibitors, primary screen, biochemical, 1536-well; purified FXIa, Boc-Glu-Ala-Arg-AMC fluorogenic substrate; inhibition, % at 5 µM; hit rate 0.14% among 220,000; AID 798, 2007;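 active means inhibition of at least 40%; inactive means inhibition below 40%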;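 further: fluorescence of freed AMC excited at 355 nm; 0% = enzyme without compound and 100% = no enzyme blank; many of its hits are not listed in these tables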
m-calpain inh: inhibitors of pig calpain II, primary screen, biochemical, fluorogenic peptide substrate, 1536-well | inhibition, % at 16 µM | AID 1236, 2008 | hit rate 0.37% among 220,000 | purified calpain II, 30 min;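 active means inhibition above about 50%, limit read from the data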
thrombin 1536: human alpha-thrombin inhibitors, primary screen, counter-screen for coagulation protease inhibitor project, biochemical, 1536-well, fluorogenic AMC substrate; Prothrombin (Homo sapiens), P00734; Boc-VPR-AMC fluorogenic substrate cleavage; inhibition, % at 5 µM; hit rate 0.26% among 220,000;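 active means inhibition at or above 40%; inactive means inhibition below 40%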;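 further: 0% = enzyme with no compound and 100% = wells without enzyme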
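Test system: human alpha-thrombin; medium: pH 7.5 Tris-saline with Tween 20; times: reaction at room temperature; signal: AMC fluorescence at 355 nm excitation and 460 nm emission; also added: Boc-VPR-AMC substrate, 15 µM final; dosing: one concentration per compound, 5 µM, with 0.2% DMSO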
FXIIa inh: human FXIIa protease inhibitors, primary screen, biochemical, 1536-well; Coagulation factor XII (Homo sapiens), P00748; hit rate 0.3% among 220,000; purified FXIIa, Boc-QGR-AMC fluorogenic substrate, 2 h; inhibition, % at 5 µM; in the data active means inhibition above about 40%;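 further: 0% = enzyme with no compound and 100% = blank without enzyme; many of its hits are not listed in these tables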
Furin inhibitor: human furin inhibitors, primary screen, biochemical, fluorescence intensity; AID 463115, 2010; inhibition, % at 30 µM; hit rate 0.061% among 220,000; purified furin, fluorogenic substrate cleavage; in the data active means inhibition above about 25%; further: inactives centre near -15
Target sequence (P09958 108-714 limits assumed): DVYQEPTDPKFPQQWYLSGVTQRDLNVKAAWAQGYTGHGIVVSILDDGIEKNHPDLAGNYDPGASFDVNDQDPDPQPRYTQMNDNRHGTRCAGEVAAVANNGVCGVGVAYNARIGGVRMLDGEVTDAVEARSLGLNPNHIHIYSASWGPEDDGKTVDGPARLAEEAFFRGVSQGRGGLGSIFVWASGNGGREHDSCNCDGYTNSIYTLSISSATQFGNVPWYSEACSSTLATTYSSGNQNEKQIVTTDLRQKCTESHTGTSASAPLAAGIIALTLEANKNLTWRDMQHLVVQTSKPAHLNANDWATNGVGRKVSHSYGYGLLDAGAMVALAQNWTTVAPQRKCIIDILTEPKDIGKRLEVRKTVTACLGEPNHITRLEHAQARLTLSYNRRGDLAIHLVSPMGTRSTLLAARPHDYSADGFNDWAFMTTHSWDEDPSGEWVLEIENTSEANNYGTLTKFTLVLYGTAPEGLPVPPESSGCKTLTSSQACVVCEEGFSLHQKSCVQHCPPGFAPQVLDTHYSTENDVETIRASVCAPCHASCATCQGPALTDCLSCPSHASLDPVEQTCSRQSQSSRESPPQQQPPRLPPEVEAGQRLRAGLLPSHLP
Cl transport mod: KCC2 cotransporter modulators, thallium flux, primary screen, cell-based, HEK293 KCC2, FluoZin-2 fluorescence, MLSMR; Solute carrier family 12 member 5 (Homo sapiens), Q9H2X9; KCC2 cells, thallium flux FluoZin-2 fluorescence; B-score of Tl+ flux slope (higher = more flux/activation; lower = inhibition) at 10 µM; hit rate 2.2% among 190,000; AID 1456, 2008;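 active means thallium flux slope and its plate-corrected score both differing from the plate sample mean at a set confidence after two filtering rounds, in either direction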;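 further: slope of fluorescence scaled to starting intensity during 10 to 20 s after thallium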
PERK inh: block of dimerizer-induced PERK translation repression, primary screen, PERK inhibitor project, CHO PERK-DD cells, SEAP luminescence, HTS; CHO PERK-DD fusion, SEAP luminescence translation reporter; inhibition, % at 5.6 µM; hit rate 0.17% among 220,000;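 active means inhibition above the mean inhibition of all tested compounds plus 3 SD, set separately per screening campaign, cut at about 2.9% in these data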;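 further: PERK kinase domain activated by AP20187 dimerizer at 100 nM; 0% = DMSO with dimerizer and 100% = rapamycin at 8.4 µM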
KLK5 inh: human KLK5 protease inhibitors, primary screen, biochemical, 1536-well | Kallikrein-5 (Homo sapiens), Q9Y337 | recombinant hK5, fluorogenic AMC substrate cleavage | inhibition, % at 5 µM | hit rate 0.59% among 210,000 | AID 873, 2007;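 active means inhibition of 40% or more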;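 further: 0% = enzyme controls without compound and 100% = no-enzyme blanks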
Target sequence (Q9Y337 67-293 limits assumed): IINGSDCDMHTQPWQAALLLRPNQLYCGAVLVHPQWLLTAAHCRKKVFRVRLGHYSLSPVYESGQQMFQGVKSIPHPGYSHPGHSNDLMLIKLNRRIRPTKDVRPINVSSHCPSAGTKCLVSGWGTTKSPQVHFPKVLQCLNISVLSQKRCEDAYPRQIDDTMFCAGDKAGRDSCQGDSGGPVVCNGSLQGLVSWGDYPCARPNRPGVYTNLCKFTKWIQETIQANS
Rad51 HR inh: human RAD51 strand exchange inhibitors, primary screen, biochemical, fluorescence; hRad51 DNA strand exchange, fluorescence dequenching; inhibition, % at 10 µM; hit rate 0.085% among 200,000; AID 1385, 2008;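 active means inhibition above 40% at the single screening dose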;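 further: 0% = DMSO control wells and 100% = blanks with heterologous ssDNA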
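Material: Human Rad51 nucleoprotein filaments preassembled on unlabelled ssDNA | Also added: Labelled 47-mer dsDNA for strand exchange | Dosing: Single dose, 10 µM final compound | Schedule: 30-min compound preincubation and 15-min exchange, both room temperature | Technique: Fluorescence dequenching at 485/520 nm | Measure: Percent inhibition relative to plate controls and blanks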
Active calls of the source: *; . = not tested or not shown; [ ] = another dose, or the depositor's remark.

SMILES	FXIa inh	m-calpain inh	thrombin 1536	FXIIa inh	Furin inhibitor	Cl transport mod	PERK inh	KLK5 inh	Rad51 HR inh
O=C(/C(C=Nc1cc2c(oc1=O)CCCC2=O)=C(\O)c1ccccc1)c1ccccc1	-4	23	1	6	-11	0.88	0.3	-9	3
CCN(CC)c1ccc(NC(=O)COC(=O)C23CCC(=O)N2c2ccccc2S3)cc1 (stereo unspecified)	-2	11	-2	9	-21[20 µM]	0.44	0.7	-7	0
Cn1ccnc1SCC(=O)NC1CC1	-6	19	-3	-8	-23[20 µM]	-0.21	0.9	5	-8
Nc1nnc(N2CCc3ccccc32)s1	3	-27	3	8	-32	0.0083	0.6	2	2
Cc1ccc(C2C3=C(CC(C)(C)CC3=O)NC3=C2C(=O)CC(C)(C)C3)o1	-1	9	2	3	-20	.	0.8	0	2
COC(=O)C1=C(C)NC2=C(C(=O)CC(C)(C)C2)C1c1cccc(C)n1 (stereo unspecified)	5	-194	0	10	-11[20 µM]	0.76	-0.4	15	-12
CCOC(=O)NCc1ccc(S(=O)(=O)Nc2c(C)cccc2C)cc1	1	-41	0	16	-12[20 µM]	.	-0.6	4	-10
CN(CCOc1ccccc1)Cc1nc2cc(Cl)ccc2c(=O)[nH]1	-4	7	-5	1	-22	-0.094	1.3	4	-28
Nc1nc2c(nc(SCc3ccccc3Br)n2C2OC(CO)C(O)C2O)c(=O)[nH]1 (stereo unspecified)	-1	-6	-2	14	-28	-0.67	1.5	4	0
COc1ccc([N+](=O)[O-])cc1N(CC(=O)NCCSc1ccccc1)S(C)(=O)=O	-1	17	1	5	-13	0.33	0.8	-1	.
CC(NC(=O)Cc1ccccc1)C1COc2ccccc2O1 (stereo unspecified)	-1	41	-6	-2	-23	0.037	3.1*	-11	0
N#Cc1ccccc1NC(=O)CSc1nnc(-c2ccc(F)cc2)n1-c1ccccc1	-3	-18	-10	1	4[20 µM]	-0.37	-0.6	-3	.
O=C(CN1C(=O)c2ccccc2C1=O)Nc1cccnc1	-6	11	-5	8	-22	-0.61	0.3	15	0
O=C(c1cc2cc([N+](=O)[O-])ccc2oc1=O)n1cccn1	-4	-33	-5	1	-23	0.29	0.8	-3	1
Cc1ccc(N2C(=O)c3ccc(C(=O)O)cc3C2=O)cc1C	-3	9	-2	15	-13[20 µM]	.	0.3	-13	1
COC(=O)c1ccc(C(=O)OC)c(NC2=NS(=O)(=O)c3ccccc32)c1	-3	-74	-3	0	-13[20 µM]	0.76	0.1	1	-1
CCOC(=O)CNC(=O)CSc1nnc(-c2c[nH]c3ccccc23)n1CC	-1	-15	-6	13	-8	-0.22	0.6	-1	.
Cc1cc(C)nc(SCCN(C)C)n1	2	-22	-1	14	-30	1.6	0.1	6	-7
O=C(O)c1ccccc1C(=O)NNc1ccc(Cl)cc1Cl	-3	-25	-5	4	-19	-0.065	0.1	-4	24
CC(C)c1ccc(NC(=O)N2CCCC2C(=O)Nc2ccc(-n3cnnn3)cc2)cc1 (stereo unspecified)	1	20	1	5	-17	0.6	0.5	-2	23
O=S(=O)(c1ccccc1)N1CCN(CC2CC3C=CC2C3)CC1 (stereo unspecified)	-4	8	1	1	-24	0.28	2.2	-7	-15
CCOC(=O)c1nnn(-c2nonc2N)c1CN(CC)c1ccccc1	2	-39	1	10	-15[20 µM]	.	-0.2	-4	-5
COc1ccc(S(=O)(=O)Nc2ccc(O)c(Sc3nc4ccccc4s3)c2)cc1	6	18	-4	9	-6	-1.1	-0.5	-4	-14
CCOC(=O)c1[nH]ncc1CN1CCCC(C(=O)c2ccc(OC)c(OC)c2)C1 (stereo unspecified)	0	-25	0	7	-13	1.6	0.5	1	13
O=C(O)c1ccc(S(=O)(=O)NC2CCCc3ccccc32)cc1 (stereo unspecified)	-2	-40	-2	1	-23	0.65	2.0	2	1

(list continues)
SMILES	FXIa inh	m-calpain inh	thrombin 1536	FXIIa inh	Furin inhibitor	Cl transport mod	PERK inh	KLK5 inh	Rad51 HR inh
O=C(c1ccc(-n2cccc2)cc1)N1CCN(Cc2ccccc2)CC1	-9	25	-6	-16	-16[20 µM]	-3.1	0.6	0	0
Nc1nnc(SCC(=O)NC2CCCCC2)s1	3	-17	0	14	-9[20 µM]	-0.84	-0.1	-13	-3
O=c1[nH][nH]c(=S)n1C1CCCCC1	-4	0	4	18	-22	0.7	1.1	2	-4
COc1ccc(NC(=O)CSc2nnc(COc3ccccc3)n2Cc2ccco2)cc1OC	4	-5	-1	11	-14	.	-0.1	4	-10
CS(=O)(=O)N1N=C(c2ccco2)CC1c1ccc(Cl)cc1Cl (stereo unspecified)	2	11	-1	11	-22	-0.37	-0.4	.	.
CC(C)(C)N(Cc1ccccc1)C(=O)c1ccc(Cl)cc1[N+](=O)[O-]	-12	8	-8	-1	-8	-2.7	0.9	-9	0
CN(C)C(=O)N1CCC(C(=O)NCc2ccc3c(c2)OCO3)CC1	-23	-2	0	7	-35[20 µM]	.	-0.2	8	-1
COC(=O)c1c(NC(=O)CN2CCC3(O)CCCCC3C2c2ccc(F)cc2)sc(C)c1C (stereo unspecified)	4	-30	-2	13	-24	-0.13	-1.8	-9	4
Cc1ccc(-n2nnnc2C(Cl)c2nnnn2-c2ccc(C)cc2)cc1	0	18	1	3	-11	-0.18	0.3	-3	0
COc1cc(NS(=O)(=O)N2CCCC2)cc(OC)c1OC	-5	-50	-3	10	-22[20 µM]	1.3	0.8	0	-6
O=C1NC(c2ccccc2)CCC1(Cl)Cl (stereo unspecified)	5	5	4	9	-26	0.041	1.1	-9	.
Cc1ccc(OCc2nnc(SCC(=O)c3cccs3)n2-c2ccccc2)cc1C	0	-1	4	10	-28[20 µM]	-0.91	0.1	-6	3
Nc1cccc(-c2cc(-c3ccccc3)nc(-c3cccc(N)c3)n2)c1	-11	-21	-7	-14	10	0.49	-0.1	-39	-12
O=C(O)CCCC(=O)Nc1ccc(C(=O)N2CCCCC2)c(Cl)c1	-2	-6	2	7	-8[20 µM]	.	1.6	27	-2
N/C(=N\OS(=O)(=O)c1ccc(Cl)cc1)c1ccncc1	-4	7	-8	2	-16[20 µM]	0.051	0.6	0	5
CCc1nnc(NC(=O)CSc2nnc(-c3ccco3)n2C)s1	0	-40	-4	8	-24	-0.68	0.8	0	6
Cc1nc2n[nH]c(N)c2c2c1COC(C)(C)C2	1	8	-5	2	-6	-1.4	-0.3	-16	10
O=C(NCc1ccccc1)NC(=O)c1ccncc1	3	0	3	19	-13[20 µM]	-0.17	0.8	40*	-3
Cc1cc(NC(=O)CCC(=O)N(CC2CCCO2)C(C(=O)NC2CCCC2)c2ccccc2C)no1 (stereo unspecified)	.	.	.	.	-12[20 µM]	0.3	-0.3	.	0
CCCN1CCCc2cc(CN(CCCN3CCOCC3)C(=O)Nc3ccc(OCC)cc3)ccc21	4	-56	0	17	-8[20 µM]	0.17	-0.7	0	-1
COc1ccc(S(=O)(=O)N2CCOCC2)cc1NC(=O)c1cc2c(s1)CCCC2	7	20	-7	7	-21	-0.45	-0.8	-1	-5
COC(=O)c1ccccc1NC(=O)CCS(=O)(=O)c1ccc(Br)cc1	-7	-36	19	15	-17	0.41	-0.8	-7	-63
CCOC(=O)c1cnc2c(Cl)c(Cl)ccc2c1N1CCN(C)CC1	-7	2	-4	1	-11	-0.04	-1.1	-5	-6
CC(C)CCn1c(N2CCC(C(N)=O)CC2)nc2c1c(=O)[nH]c(=O)n2C	-7	-25	-12	14	-15	.	0.0	-17	0
Cc1cccc(C(=O)O)c1NC(=O)c1ccc(F)cc1	-9	8	-7	-2	-23[20 µM]	0.11	1.2	-22	-9

The final 3 records of the section above lead into the next.
SMILES	FXIa inh	m-calpain inh	thrombin 1536	FXIIa inh	Furin inhibitor	Cl transport mod	PERK inh	KLK5 inh	Rad51 HR inh
CCOC(=O)c1cnc2c(Cl)c(Cl)ccc2c1N1CCN(C)CC1	-7	2	-4	1	-11	-0.04	-1.1	-5	-6
CC(C)CCn1c(N2CCC(C(N)=O)CC2)nc2c1c(=O)[nH]c(=O)n2C	-7	-25	-12	14	-15	.	0.0	-17	0
Cc1cccc(C(=O)O)c1NC(=O)c1ccc(F)cc1	-9	8	-7	-2	-23[20 µM]	0.11	1.2	-22	-9
O=C(NCC(=O)N1CCC(N2CCCCC2)CC1)C1CCCCC1	4	-29	-4	6	8[20 µM]	-0.45	0.6	-24	5
COC(=O)c1c(/N=C/N(C)C)sc2c1CCN(c1ncc(C(F)(F)F)cc1Cl)C2	7	-19	3	18	-25[20 µM]	-0.88	-0.1	0	-10
COC(=O)CN(c1ccc(F)cc1)S(=O)(=O)c1ccc2c(c1)OCCO2	-4	-2	-1	2	-26	-0.27	-0.2	0	-5
COc1ccc(Cl)cc1NC(=O)CSc1ncnc2c1oc1ccccc12	-6	27	-4	0	-21	0.33	0.1	-4	.
COc1ccccc1N1CCN(C(c2cccs2)c2nnnn2C2CCCC2)CC1 (stereo unspecified)	7	-43	3	14	-11	-0.75	1.6	-24	1
Cc1cccc(N=C2NC(=O)S/C2=C\c2ccco2)c1	-7	14	-7	1	-1	-0.82	-0.5	-2	9
CCN1C(=O)c2cccc3c(NC(=O)c4ccc(S(=O)(=O)N(C)C)cc4)ccc1c23	1	19	2	10	-4	-1.3	-1.0	8	-8
CCOc1ccc(C2C(C(=O)Nc3ccc(F)cc3)=C(C)Nc3nc(CCCO)nn32)cc1 (stereo unspecified)	-7	-10	-7	4	-18	.	0.7	-21	0
Cc1ccc(-n2c(N)c(C(=O)N3CCOCC3)sc2=S)cc1	7	15	16	12	-11[20 µM]	1.1	0.3	13	-1
CS(=O)(=O)N(CC(=O)N1CCN(Cc2ccc3c(c2)OCO3)CC1)c1ccc2c(c1)OCO2	1	-3	-3	14	-7[20 µM]	1.3	-1.2	1	-1
COc1ccc(-c2sc(NC(=O)c3ccc(C)cc3)nc2-c2ccc([N+](=O)[O-])cc2)cc1	13	-4	1	11	-10	.	1.8	4	-7
CC1CCN(C(=O)C2CCN(S(=O)(=O)c3cccnc3)CC2)CC1	1	-34	4	19	-2[20 µM]	0.34	-0.4	-2	-6
CC(=O)c1ccc(NC(=O)CN2C(=O)/C(=C/C=C/c3ccccc3)SC2=S)cc1	5	-7	-3	7	5	1	0.1	-6	-39
COc1ccc(NC(=O)CN2CCN(C3c4ccccc4-c4ccccc43)CC2)cc1	5	-15	2	5	-24[20 µM]	-1.2	0.0	-11	-2
CCN1CCCc2cc(CN(CCN3CCOCC3)C(=S)Nc3ccc(C)cc3)ccc21	4	-23	2	2	-19	-1	-0.5	-14	4
COc1cc(OC)cc(C(=O)Nc2ccc(CN3CCCCC3)cc2)c1	26	20	35	16	-6	1.1	-0.3	9	-18
O=C(Nc1cc(Cl)ccc1N1CCCCC1)c1cccs1	-9	-1	10	-9	-23[20 µM]	-1.3	-0.4	5	1
O=C(O)Cc1ccc(OCc2ccc(Cl)nc2)cc1	-7	-14	0	-1	-21	0.17	0.1	-5	13

An excerpt; count on the stated rates, not on these rows.
